RXFP1 ag = activates the human relaxin receptor RXFP1; Q9HBX9; HEK293T-RXFP1 cAMP TR-FRET, 30 min; response scale: percent of porcine relaxin response, buffer zero; Potency, µM (doses to about 57.5 µM), inactives show at the top dose activation, hits mostly activators; 370,000 tested, 0.3% active; further: potency means the concentration at half of the fitted maximal effect; on the % scale 0 is the no-effect control and ±100 the full control effect; nearly all actives have a fitted effect of over 60% in size; many of its hits are not listed in these tables
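Agonist response is measured as cAMP accumulation in an RXFP1-transfected HEK293T line under PDE4 inhibition. Values are scaled between buffer-only and 29 nM porcine relaxin, and EC50s come from standard Hill equation fits.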
D1 antag = antagonists of human D1 dopamine receptor; P21728; HEK293 TREx D1 cells, calcium flux, dopamine EC80; stronger effect = lower value; activity change, negative = inhibition, % at 10 µM; 360,000 tested, 3.2% active; in the data active means activity change below about -30%; further: on the % scale 0 is the no-effect control and ±100 the full control effect
Target sequence (P21728 whole entry, looked up): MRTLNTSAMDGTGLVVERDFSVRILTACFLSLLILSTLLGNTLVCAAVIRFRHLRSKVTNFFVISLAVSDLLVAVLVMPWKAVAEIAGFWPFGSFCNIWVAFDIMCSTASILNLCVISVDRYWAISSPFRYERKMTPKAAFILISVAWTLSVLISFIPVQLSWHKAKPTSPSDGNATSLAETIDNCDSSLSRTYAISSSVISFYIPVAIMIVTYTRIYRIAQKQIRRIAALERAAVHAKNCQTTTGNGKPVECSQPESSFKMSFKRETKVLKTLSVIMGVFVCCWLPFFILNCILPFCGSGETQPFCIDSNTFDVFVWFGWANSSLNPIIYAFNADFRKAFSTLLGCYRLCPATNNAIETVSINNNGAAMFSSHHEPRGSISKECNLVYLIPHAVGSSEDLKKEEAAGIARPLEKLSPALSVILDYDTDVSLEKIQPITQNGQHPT
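After overnight tetracycline induction at 30 C, force-coupled D1 HEK293 cells took up a no-wash calcium dye at room temperature. Compounds were added and monitored 180 s, and the response to EC80 dopamine was then recorded.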
LDHA inh = inhibitors of human lactate dehydrogenase A; activity change, % (values are at about 110 or 230 µM); purified LDHA, NADH/diaphorase-resazurin fluorescence; stronger effect = lower value; 480,000 tested, 0.15% active; P00338; AID 1347041; in the data active means activity change below about -30%; inconclusive means mostly about -25% to -30%;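 further: plate controls were DMSO wells for no effect and wells without enzyme for full effect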
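Human LDH5 (2 nM) was incubated with 0.06 mM NADH and 0.2 mM pyruvate for 5 min at room temperature in Tris pH 7.4. Remaining NADH was coupled through diaphorase/resazurin, and resorufin fluorescence was read at 0 and 20 min.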
Vif-APOBEC3G blk = blocks the Vif interaction with human APOBEC3G; HeLa A3G-eYFP + Vif (tagged APOBEC3G with the HIV-1 protein that degrades it), YFP fluorescence, overnight; 410,000 tested, 0.076% active; Q9HC16; AID 602310; Potency, µM (series often up to 46.1 µM), without a hit: top-dose activity, negative = active, usual class: inhibitors;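 further: potency means the concentration at half of the fitted maximal effect; on the % scale 0 is the no-effect control and ±100 the full control effect; nearly all actives have a fitted effect of over 60% in size; hits raise eYFP signal because A3G escapes Vif-driven loss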
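HeLa cells stably expressing Vif and C-terminally eYFP-tagged A3G, seeded overnight at 37 deg C, then exposed to compound by pintool overnight at 37 deg C. Rise in yellow fluorescence (Ex 488/Em 500-530, Acumen) marks blocked Vif-driven A3G degradation.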
D1 PAM = human D1 dopamine receptor positive modulation | P21728 | HEK293 TREx D1 cells, calcium flux, dopamine EC20 potentiation | potentiation, % at 10 µM | 360,000 tested, 0.036% active; in the data active means potentiation above about 30%; further: 0% is about no effect
Vif-A3F inh = inhibitors of Vif-A3F interaction | HeLa A3F-eYFP + Vif (tagged APOBEC3F with the HIV-1 protein that degrades it), YFP fluorescence increase | Potency, µM (series often up to 46.1 µM), without a hit: at the top dose activity, negative = active | 390,000 tested, 0.2% active; further: potency means the concentration at half of the fitted maximal effect; % of control where 0% means no effect; nearly all actives have a fitted effect of over 65% in size
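Fluorescence increase (Ex 488/Em 500-530) after overnight compound treatment at 37 deg C flags inhibition of Vif-driven A3F-eYFP loss in stable HeLa A3F-eYFP/Vif cells seeded overnight beforehand.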
GRP78 ERSR act = ER stress response induction in glioma | 420,000 tested, 0.02% active | Potency, µM, for the others: at the highest dose activation, actives largely listed as activators | U87-MG GRP78 promoter luciferase reporter, 16 h; further: potency means the concentration at half of the fitted maximal effect; series mostly up to about 76 µM; % of control where 0% means no effect; nearly all actives have a fitted effect of over 35% in size
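Stably transfected U87-MG human glioma cells carrying a GRP78-based luminescent sensor were seeded at 1000 cells/well, pin-dosed with compounds and incubated 16 h. Luciferase reagent was then added, and end-point luminescence was read after 10 min at room temperature.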
D2 potentiator = positively modulates the human D2 dopamine receptor allosterically; P14416; HEK293 T-REx D2, calcium flux, EC20 dopamine potentiation; potentiation, % at 10 µM; 340,000 tested, 0.34% active; AID 485347;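 active means potentiation over 3 SD above the plate norm, cut at about 30% in these data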; further: 0% is about no effect
Target sequence (P14416 whole entry, looked up): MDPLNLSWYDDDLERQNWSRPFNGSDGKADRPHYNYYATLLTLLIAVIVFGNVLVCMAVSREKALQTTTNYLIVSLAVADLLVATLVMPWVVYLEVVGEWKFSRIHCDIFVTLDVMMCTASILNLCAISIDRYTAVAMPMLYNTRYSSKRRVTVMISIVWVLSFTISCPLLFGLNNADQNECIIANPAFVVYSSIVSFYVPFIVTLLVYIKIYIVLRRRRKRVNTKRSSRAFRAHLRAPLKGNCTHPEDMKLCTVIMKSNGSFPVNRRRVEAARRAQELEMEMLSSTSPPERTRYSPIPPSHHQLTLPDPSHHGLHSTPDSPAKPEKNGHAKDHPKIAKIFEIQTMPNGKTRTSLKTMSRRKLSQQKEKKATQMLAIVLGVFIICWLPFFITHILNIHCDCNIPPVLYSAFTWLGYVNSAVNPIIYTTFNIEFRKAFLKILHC
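Potentiation of an EC20 dopamine calcium response measured kinetically over 180 s, after a preceding 180 s compound-only read flagging agonists. Cells: inducible Hek293 Trex D2 line, 4000/well, cultured overnight at 30 C before dye loading.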
D1 ag = activates the human D1 dopamine receptor; P21728; HEK293 T-REx D1 cells, calcium flux, agonist mode; activation, % at 2 µM; 360,000 tested, 1% active; in the data active means activation above about 30%; further: 0% is about no effect
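Tetracycline-induced HEK293 TREx D1 cells, force-coupled to calcium signalling, were dye-loaded with a no-wash calcium kit. Compound was pin-added after a 10 s baseline. Fluorescence was read kinetically at 1 cycle/s for 180 s, with calcium rises flagged as agonism.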
Active calls of the source: *; ? = inconclusive; . = no result given; & = joins results of further samples; ! = repeats disagree. Unless noted, the call rests on the fitted dose curve; in most records, active means well fitted curve in the direction sought with a large enough effect; inconclusive means small, poorly fitted or top-dose-only effect, or another doubt; inactive means no such curve, though single readings can be large; an effect the other way counts as inactive or inconclusive. A portion of the library; the hit share may differ from the screen's.

SMILES	RXFP1 ag	D1 antag	LDHA inh	Vif-APOBEC3G blk	D1 PAM	Vif-A3F inh	GRP78 ERSR act	D2 potentiator	D1 ag
COc1ccc(NC(=S)NC(NC(C)=O)C(Cl)(Cl)Cl)c([N+](=O)[O-])c1 (stereo not given)	0.6%	-6	-7	-8%	-5	-1%	-7%	-3	3
COc1cc(NC(=O)C2CCCO2)c(OC)cc1NC(=O)c1ccccc1 (stereo not given)	-0.2%	-6	4	0%	-6	0%	5%	-9	2
Cc1ccc2c(CN3CCN(Cc4ccccc4)CC3)cc(=O)oc2c1C	0.0%	7	0&-9	-5%	-3	9%	-4%	-12	5
O=C(C1CCN(S(=O)(=O)c2cnc[nH]2)CC1)N1CCc2ccccc2C1	2.7%	16	0	3%	-3	7%	2%	1	5
CCc1nn(CCCC(=O)NCc2ccc(OC)c(OC)c2)c(=O)c2cc3occc3n12	4.5%	-1	1	.	-4	.	.	.	0
O=C(CNc1cccc([N+](=O)[O-])c1)NCCCc1ccccc1	-2.0%	-11	3	-8%	2	-10%	-2%	-11	4
CCCc1cc(=O)[nH]c(SCC(=O)NCCCC(=O)OCC)n1	2.3%	-16	-3	2%	0	3%	-4%	3	2
OC(CN1CCOCC1)Cn1c2ccccc2c2ccccc21 (stereo not given)	-3.2%	1	0	-1%	-4	-4%	-1%	15	4
CCOC(=O)c1c(-c2ccccc2)c[nH]c1C	.	.	-1	-5%	.	17%	4%	.	.
COc1c(N2CCN(C(=S)Nc3ccc(F)cc3)C(C)C2)c(F)cc2c(=O)c(C(=O)O)cn(C3CC3)c12 (stereo not given)	-1.3%	3	-1	1%	-2	-4%	-7%	-6	1
O=C(N1CCN(c2ccc(F)cc2)CC1)C1(c2cccs2)CCOCC1	-0.8%	13	-16	-2%	-5	-8%	-5%	12	1
CCc1ccccc1NC(=O)c1ccc(S(=O)(=O)N2CCCC2)cc1	2.3%	-17	-3	0%	-6	-24%	-3%	12	3
Cc1c(C=NCCOCc2ccccc2)cnn1C	1.5%	18	-5	0%	-1	-8%	-3%	17	0
O=C(CCn1cccc1)Nc1ccc(F)cc1	2.1%	8	-12	0%	3	2%	-5%	7	1
CCN1C(=O)c2cccc3c(NC(=O)C4CCCCC4)ccc1c23	-0.7%	-4	3	-12%	-1	-4%	-2%	17	1
COc1cccc(C(=O)NNC(=O)C(=O)N2CCCCC2)c1	0.0%	4	-2	0%	6	-8%	-3%	2	3
Cc1cc(C(=O)COC(=O)c2cccc(NS(C)(=O)=O)c2)c(C)n1CC1CCCO1 (stereo not given)	.	.	-5	2%	.	2%	-11%	.	.
COc1ccc(C2=NN(c3ccc(C=O)cc3)C(c3ccccc3)C2)cc1 (stereo not given)	5.9%	3	2	5%	-15	-29%	-1%	-6	7
COc1ccc(C)cc1NC(=O)c1cc2c(CO)cnc(C)c2oc1=N	0.8%	-27	2	1%	-3	-2%	-1%	-1	-4
CC(C)(C)C1=Nn2c(nnc2-c2ccco2)SC1	2.3%	17	-13	2%	-1	.	-2%	6	5
Cc1ccccc1CNC(=O)Cn1ccc2cc(S(=O)(=O)N3CCCCC3)ccc21	0.5%	-1	-2	1%	2	0%	-1%	-5	5
CCCn1c(/C=C/c2ccccc2)nc2ccccc21	11%&2.8%	-35*!	-4&-1	-6%&0%	-7&-8	2%&-3%	0%&7%	3&0	1&1
N#Cc1c(NC(=O)COC(=O)C2=COCCO2)sc2c1CCCC2	.	.	-15	-4%	.	-4%	0%	.	.
CC(C)(C)n1nc2c(c1NC(=O)c1c(F)cccc1F)CS(=O)(=O)C2	1.8%	3	-2	-6%	-3	1%	-3%	-4	0
COc1ccc(CC(=O)N2CCN(c3ccc(F)cc3)CC2)cc1	-0.3%	10	1	1%	3	3%	-2%	2	4
O=C(NCCO)c1ccc2c3n(nc2c1)-c1ccccc1CO3	-0.3%	-4	6	1%	-3	0%	-7%	11	1
O=C(Nc1cccnc1)/C(N=Nc1cccnc1)=C(\O)c1ccccc1	0.7%	-4	-5	1%	-5	9%	-5%	4	0
CCOP(=O)(OCC)C(NC(=O)Nc1ccc(Cl)cc1)C(=O)N(CC)CC (stereo not given)	1.5%	-2	-14	-1%	-3	-8%	3%	-2	0
CC(C(=O)N=Nc1c(O)[nH]c2ccccc12)n1cnc2ccccc2c1=O (stereo not given)	2.4%	8	3	-1%	-1	-2%	-6%	-8	0
Cc1cccc(N(CC(=O)NC2CCCC2)C(=O)CCC(=O)Nc2nc(C)cs2)c1	0.7%	25	2	-1%	-2	-4%	-3%	.	7

Seven compounds already listed, arranged by SMILES length, low to high.
SMILES	RXFP1 ag	D1 antag	LDHA inh	Vif-APOBEC3G blk	D1 PAM	Vif-A3F inh	GRP78 ERSR act	D2 potentiator	D1 ag
CCOC(=O)c1c(-c2ccccc2)c[nH]c1C	.	.	-1	-5%	.	17%	4%	.	.
OC(CN1CCOCC1)Cn1c2ccccc2c2ccccc21 (stereo not given)	-3.2%	1	0	-1%	-4	-4%	-1%	15	4
COc1cccc(C(=O)NNC(=O)C(=O)N2CCCCC2)c1	0.0%	4	-2	0%	6	-8%	-3%	2	3
CCCc1cc(=O)[nH]c(SCC(=O)NCCCC(=O)OCC)n1	2.3%	-16	-3	2%	0	3%	-4%	3	2
N#Cc1c(NC(=O)COC(=O)C2=COCCO2)sc2c1CCCC2	.	.	-15	-4%	.	-4%	0%	.	.
O=C(Nc1cccnc1)/C(N=Nc1cccnc1)=C(\O)c1ccccc1	0.7%	-4	-5	1%	-5	9%	-5%	4	0
Cc1cc(C(=O)COC(=O)c2cccc(NS(C)(=O)=O)c2)c(C)n1CC1CCCO1 (stereo not given)	.	.	-5	2%	.	2%	-11%	.	.

(more compounds)
SMILES	RXFP1 ag	D1 antag	LDHA inh	Vif-APOBEC3G blk	D1 PAM	Vif-A3F inh	GRP78 ERSR act	D2 potentiator	D1 ag
NC(=O)C1CCN(C(=O)CCCCCn2c(=O)[nH]c3ccsc3c2=O)CC1	3.7%	-4	-2	-2%	0	-4%	-4%	-11	-2
COc1ccc(NC(=O)c2ccc3c(c2)NC(=O)CO3)cc1OC	0.9%	3	-6	-5%	-3	-25%	-6%	.	2
CN(Cc1ccc(F)cc1)S(=O)(=O)c1nnc(NC(=O)c2ccc(F)cc2)s1	?	-19	-12	1%	-1	-1%	-2%	-5	21
Cc1ccc(C(C)C)c(OCC(=O)NN2C(=O)c3ccccc3C2=O)c1	-2.1%	3	-10	2%	-2	1%	-2%	-4	2
Cc1cc(C(=O)Nc2ccccc2)oc1C	-1.0%	8	-2	3%	-9	8%	-5%	11	7
CC1=C(c2ccc(C)c(C)c2)S(=O)(=O)NC1=NCc1ccccc1Cl	-3.1%	-1	4	5%	-1	-17%	-4%	1	-1
Cc1c(C)n(CCc2ccccc2)c2ncnc(NCCCN(C)C)c12	-0.8%	9	0	2%	2	-2%	4%	16	-1
COC(=O)c1c(NC(=O)CSc2nnc(Cn3nnc4ccccc43)n2C)sc(C)c1C	1.8%	-4	3	-5%	0	0%	0%	0	0
COc1ccc(OC)c(S(=O)(=O)NCC(c2ccco2)N2CCc3ccccc3C2)c1 (stereo not given)	1.2%	2	0	0%	-4	1%	-3%	.	4
CCOC(=O)CSc1n[nH]c(=S)s1	-2.0%	5	-13	1%	1	3%	-10%	7	2
COc1ccc(C(=O)Nc2cccc(OCc3cc(=O)n4c5c(sc4n3)CCCC5)c2)cc1OC	?	6	4	-1%	-2	1%	1%	2	2
Cc1ccc(S(=O)(=O)N2CCCCC2)cc1NC(=O)Cn1cc(C(F)(F)F)ccc1=O	0.1%	-17	-7	0%	-6	-2%	-5%	4	-1
Cc1cc(/C(=N/O)C(C)(C)NO)ccc1Cl	-0.6%	-5	-2	-1%	-1	5%	-4%	10	1
CC(C)c1ccc(NC(=O)CNS(=O)(=O)c2ccc(F)cc2)cc1	2.5%	0	-6	1%	-7	-19%	-2%	5	4
Cc1ccc(-n2cnnn2)cc1Cl	0.5%	5	-15	-1%	-4	0%	-2%	.	1
O=C(Nc1ccccc1)N(CCCN1CCOCC1)Cc1ccccc1F	-0.1%	-21	1	1%	-1	1%	2%	-10	2
Nc1n[nH]c(N)c1N=Nc1ccc(Cl)cc1Cl	1.3%	-6	-1	?	-3	-5%	10%	-3	2
COc1ccc(S(=O)(=O)N2CCCN(C)CC2)cc1	3.4%	-8	-7	0%	-7	7%	-5%	7	3
CCCCn1c(SCC(=O)OCC)nc2c1c(=O)[nH]c(=O)n2C	1.6%	12	-3	9%	0	2%	-4%	-1	0
CC(C)CN1CCN(Cc2c[nH]c3ccccc23)CC1CCO (stereo not given)	0.3%	-10	0	-1%	-10	0%	-3%	5	0
CCOC(=O)N1CCN(C(=O)CCc2ccccc2)CC1	-0.6%	2	-1	4%	-3	-15%	-1%	4	1
CON(C)S(=O)(=O)c1ccc2c(c1)N(Cc1ccc(C)cc1)C(=O)C1CCCN21 (stereo not given)	9.4%	19	-7	0%	2	1%	-3%	0	1

Ordered by value in D2 potentiator (high to low): three of the compounds above
SMILES	RXFP1 ag	D1 antag	LDHA inh	D1 PAM	D2 potentiator	D1 ag
COc1ccc(S(=O)(=O)N2CCCN(C)CC2)cc1	3.4%	-8	-7	-7	7	3
COc1ccc(C(=O)Nc2cccc(OCc3cc(=O)n4c5c(sc4n3)CCCC5)c2)cc1OC	?	6	4	-2	2	2
CON(C)S(=O)(=O)c1ccc2c(c1)N(Cc1ccc(C)cc1)C(=O)C1CCCN21 (stereo not given)	9.4%	19	-7	2	0	1

Bioassay records deposited in PubChem BioAssay by National Center for Advancing Translational Sciences (NCATS).
